hiPSC survival – enhancers of single-cell hiPSC survival, primary screen, ATPlite luminescence; 100% = ROCK inhibitor wells, 0% = DMSO; survival enhancement, % at 20 µM; 0.044% of 360,000 active; in the data active means survival enhancement above about 18%;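 further: cells exposed to compounds for 16 hours before the ATP read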
PDI turbidity – inhibitors of human PDI, primary screen, biochemical, turbidity, single point, plate reader. Protein disulfide-isomerase (Homo sapiens), P07237. PDI insulin aggregation turbidity, A650, 90 min. inhibition, % at 10 µM. 0.052% of 350,000 active;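 active means mean inhibition across replicates of 30% or more, whatever share of single replicates reach that level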;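 further: absorbance from insulin aggregation driven by PDI reduction with DTT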
Vif inh – HIV Vif self-association inhibitors, primary screen, imaging, HEK293T, single point; HEK293T cells, Vif self-association by quenched fluorescence, 24 h; inhibition, % at 7.49 µM; 0.35% of 340,000 active; AID 602346, 2012; in the data active means inhibition above about 50%, passing the limit was not always enough; further: some results filed as inactive read as strong as hits
H9c2 protect – cardioprotection against H2O2-induced cell death, primary screen, uHTS, H9c2 cells, ATPLite luminescence; 0.63% of 360,000 active; protection from H2O2 cell death, % at 20 µM; H9c2 cardiomyocytes, H2O2 injury protection, 2 h;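 active means compounds giving at least 50% protection of heart cells from peroxide-induced death in the single-dose screen, raw or plate-pattern-corrected value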;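 further: 0% = DMSO wells with peroxide and 100% = DMSO wells without peroxide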
aDG glyco act – activators of alpha-DG glycosylation, primary screen, uHTS, Pro5-aDG cells, AlphaScreen | alpha-DG glycosylation AlphaScreen (IIH6); 0% Pro5, 100% B10-LARGE cell signal | activation, % at 10 µM | 0.22% of 360,000 active | AID 624168, 2012;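 active means activation of at least 8% versus controls, or a plate z-score of at least 8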;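 further: Pro5 are CHO cells carrying HIG-tagged alpha-DG that lacks glycosylation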
Exocytosis inh – LAMP-1 surface exposure blockers, TALL-104 cells – cell-based, flow cytometry, MLPCN library, primary screen; TALL-104 LAMP-1 surface exposure; cells stimulated with thapsigargin and PMA; 0.66% of 360,000 active; AID 651702, 2012; inhibition, % at 10 µM;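 active means inhibition above about 55%, limit read from the data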
ABCB6 inh 2 – ABCB6 transporter inhibitors, primary screen, K562-ABCB6 cells, flow cytometry, MLPCN library. ATP-binding cassette sub-family B member 6 (Homo sapiens), Q9NP58. fluorescence ratio to DMSO, % at 10 µM. AID 602162, 2011. K562-ABCB6 porphyrin accumulation, 1 h; active compounds read low. 0.19% of 360,000 active;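 active means fluorescence ratio to DMSO below 75%, the collection mean minus 3 SD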;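 further: signal is porphyrin accumulated inside mitochondria; 100% equals median channel fluorescence of DMSO control wells; lower ratio means ABCB6 inhibition with less porphyrin fluorescence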
Target sequence (Q9NP58 whole entry, looked up): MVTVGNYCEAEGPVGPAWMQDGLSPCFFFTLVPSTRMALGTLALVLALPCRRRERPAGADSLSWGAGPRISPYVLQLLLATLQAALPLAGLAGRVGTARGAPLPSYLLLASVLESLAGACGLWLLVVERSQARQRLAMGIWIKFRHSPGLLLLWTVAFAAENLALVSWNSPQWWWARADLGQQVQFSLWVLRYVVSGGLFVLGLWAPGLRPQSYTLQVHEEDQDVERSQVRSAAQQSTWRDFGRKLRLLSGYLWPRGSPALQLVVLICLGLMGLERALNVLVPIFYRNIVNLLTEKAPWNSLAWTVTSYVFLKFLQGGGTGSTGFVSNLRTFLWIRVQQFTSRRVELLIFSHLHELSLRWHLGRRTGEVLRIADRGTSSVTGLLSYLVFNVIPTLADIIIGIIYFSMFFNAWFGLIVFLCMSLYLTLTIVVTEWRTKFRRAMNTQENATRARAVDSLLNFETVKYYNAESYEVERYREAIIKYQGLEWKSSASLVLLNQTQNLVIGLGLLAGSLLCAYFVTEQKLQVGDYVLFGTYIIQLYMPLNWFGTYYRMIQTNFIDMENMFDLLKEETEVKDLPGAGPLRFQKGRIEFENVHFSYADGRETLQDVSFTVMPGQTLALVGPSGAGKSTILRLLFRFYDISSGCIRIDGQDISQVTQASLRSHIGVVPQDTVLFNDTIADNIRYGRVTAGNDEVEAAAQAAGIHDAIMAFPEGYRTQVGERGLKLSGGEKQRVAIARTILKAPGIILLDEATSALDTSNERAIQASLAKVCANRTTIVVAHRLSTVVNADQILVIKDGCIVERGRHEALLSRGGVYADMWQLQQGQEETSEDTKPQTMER
CaV13 ICDI inh – Primary screen for inhibitors of IQ motif and Ca2+-dependent inactivation inhibitor domain binding in CACNA1D, Förster resonance energy transfer in living cells, …; HEK cells, CFP/YFP FRET ICDI-IQ, plate reader, 10 min; percent FRET-ratio fall versus neutral wells; inhibition, % at 12.3 µM; 0.098% of 340,000 active;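 active means mean replicate inhibition of at least 30% and at least 1% of replicates passing that level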;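 further: 0% = median of the neutral control wells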
Glyco luc inh – increase of ERlucT glycosylation luciferase signal, primary screen, N-linked glycosylation inhibitor project, D54 ERlucT cells, luminescence, set 2; D54 ERlucT glycosylation luciferase reporter, 24 h; percent of 100 nM tunicamycin response; reporter increase, % at 12.5 µM; 0.23% of 360,000 active;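 active means mean luciferase reporter signal, scaled so untreated is 0 and the glycosylation-blocking control 100, at or above a set limit in every replicate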;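 further: luciferase carries N-glycosylation sites so blocking glycosylation raises the light; 0% = median of neutral control wells and 100% = median of 100 nM tunicamycin wells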
m5-HT2A agonist – mouse Htr2a agonists via beta-arrestin recruitment, primary screen, cell-based, luminescence. CHO-K1 mHTR2A beta-arrestin complementation; percent of 30 µM serotonin response. activation, % at 7.6 µM. 5-hydroxytryptamine receptor 2A (Mus musculus), P35363. 0.66% of 360,000 active;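 active means activation above a run cutoff, the mean activation of all tested compounds plus 3 SD, cut at about 14% in these data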;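 further: 0% = plate median of compound wells and 100% = 30 µM serotonin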
* marks the source's active call; other numbers are inactive results; nt = not tested or not shown.

SMILES	hiPSC survival	PDI turbidity	Vif inh	H9c2 protect	aDG glyco act	Exocytosis inh	ABCB6 inh 2	CaV13 ICDI inh	Glyco luc inh	m5-HT2A agonist
CSCC(O)Cn1ncc2ccccc2c1=O (configuration not stated)	0.0	-3	-8	0	0.0	-3	104	-5	0	4
CC(C)(C)NC(=O)CN(C(=O)CNS(=O)(=O)c1ccc(Cl)cc1)c1ccc2c(c1)OCCO2	-0.4	-2	15	-2	-0.2	15	93	-6	-2	-6
Cc1[nH]c2c(ccc3cccnc32)c1C	0.4	-4	-4	-3	0.1	-14	102	-6	2	-2
COc1n[nH]c(C(=O)Nc2nc3ccccc3s2)c1[N+](=O)[O-]	-3.1	3	0	-10	-0.5	-2	101	-15	0	3
O=C(NCCCN1CCN(c2ccccc2F)CC1)Nc1ccc(F)cc1	-2.7	14	-4	-3	0.3	2	100	0	-2	-7
Cc1ccc(-c2csc(NC(=S)NC(=O)c3ccco3)n2)cc1	0.4	-7	3	-2	0.1	6	98	-20	4	2
CCC(=O)Nc1ccc(NC(=O)c2cc3ccccc3o2)cc1	6.9	0	-4	-2	0.1	-3	98	0	0	-5
O=C(Cc1ccc(NC2=NC3CS(=O)(=O)CC3S2)cc1)NCc1ccccc1 (configuration not stated)	-0.2	nt	-7	-3	-0.1	-1	96	-5	2	-3
CC(C)Cn1c(=S)[nH]c2cc(C(=O)NCc3ccccc3F)ccc2c1=O	-0.3	-6	nt	-8	0.1	0	105	-14	-2	0
CCC(C)CNC(=O)c1[nH]c(C(F)(F)F)nc1-c1ccccc1 (configuration not stated)	0.4	nt	0	-5	-0.1	-1	100	-5	-1	3
Cc1ccc(S(=O)(=O)N2Cc3ccccc3CC2C(=O)NC(C)(C)C)cc1 (configuration not stated)	-0.6	-8	15	6	0.1	0	99	-4	-1	4
Cc1cccc(NC(=O)c2ccc(NS(=O)(=O)c3cccc4cccnc34)cc2)c1	1.5	-2	-4	-6	0.0	-3	98	-1	-2	-4
Cn1ccc2c(N(Cc3ccccc3)Cc3ccccc3)cc3c(c21)C1CCC3C1 (configuration not stated)	1.6	nt	17	-2	0.2	2	104	-8	2	4
CCCCN(CC(=O)Nc1cccc(S(=O)(=O)N2CCCC2)c1)Cc1nc2ccccc2c(=O)[nH]1	4.8	0	-17	10	0.0	1	92	-16	-3	-6
Cc1cccc(NC(=O)c2nc[nH]c2C(=O)N(C)Cc2ccccc2)c1	0.8	4	-3	-3	0.0	1	99	-2	-3	-11
c1cncc(C2SCCCS2)c1	1.7	-1	26	4	0.2	-10	97	-6	0	-4
COc1cc(-c2nc(S(=O)(=O)c3ccccc3)c(N3CCOCC3)o2)cc(OC)c1OC	-2.7	-4	-8	-3	-0.4	-3	101	-5	2	-2
COc1cc2c(cc1OC)C(COc1ccc([N+](=O)[O-])cc1)N(C(C)=O)CC2 (configuration not stated)	0.7	2	-14	5	0.6	10	101	-21	2	1
O=C(CSc1nnc(CNC(=O)c2ccccc2F)o1)NC1CCCCC1	0.3	-10	2	0	-0.1	-13	98	-3	0	1
O=C(Cc1ccc(S(=O)(=O)N2CCOCC2)s1)NCCOc1ccccc1F	-0.5	-3	-4	-4	-0.3	-3	100	-7	0	-4
N#Cc1ccc(S(=O)(=O)N2CCCN(c3nc4ccc(Cl)cc4s3)CC2)cc1	-0.7	2	-6	-3	0.1	-13	98	-5	-2	-4
CC1(C)CC2(CCO1)OC(=O)CC2C(=O)Nc1ccccc1Cl (configuration not stated)	1.1	6	-18	5	0.0	-3	98	-2	1	14
O=C(CNC(=O)c1ccc(Br)o1)NC1CCCCCC1	6.1	6	-1	-2	-0.1	8	94	nt	3	-2
CCOC(=O)c1cc(C#N)c(N2CCCNCC2)nc1C(F)(F)F	2.8	10	-7	0	-0.2	-4	98	-18	-3	0
Cc1c(NC(=O)Nc2ccccc2)c(=O)n(-c2ccccc2)n1C	-0.3	-2	nt	1	0.1	-2	102	-5	2	4
Cc1ccc(-n2ncc3c(=O)[nH]c(SCC(=O)N4CC(=O)Nc5ccccc54)nc32)cc1	0.8	-3	-5	11	-0.3	0	96	0	1	-2
CC(C)S(=O)(=O)c1nsc2nc(=O)c(/C=C3\C=Nc4ccccc43)c(N)n12	0.3	1	-13	-2	-0.4	-2	103	26	1	-2
COc1ccc2[nH]c(C(=O)O)c(CCN3C(=O)c4cccc([N+](=O)[O-])c4C3=O)c2c1	-0.6	-6	-3	13	-0.2	-2	97	-2	2	-1
CSC(=NCc1ccc(F)cc1)NS(=O)(=O)c1cccs1	1.5	0	7	1	0.2	-1	98	-3	0	-4
Clc1ccc2c(NCc3cccs3)ncnc2c1	-0.8	-7	4	-16	1.4	-2	95	-6	-5	-1

Retrieved by structure from the list above, 4 records:
SMILES	hiPSC survival	PDI turbidity	Vif inh	H9c2 protect	aDG glyco act	Exocytosis inh	ABCB6 inh 2	CaV13 ICDI inh	Glyco luc inh	m5-HT2A agonist
Cc1cccc(NC(=O)c2ccc(NS(=O)(=O)c3cccc4cccnc34)cc2)c1	1.5	-2	-4	-6	0.0	-3	98	-1	-2	-4
Cc1ccc(S(=O)(=O)N2Cc3ccccc3CC2C(=O)NC(C)(C)C)cc1 (configuration not stated)	-0.6	-8	15	6	0.1	0	99	-4	-1	4
CCOC(=O)c1cc(C#N)c(N2CCCNCC2)nc1C(F)(F)F	2.8	10	-7	0	-0.2	-4	98	-18	-3	0
COc1ccc2[nH]c(C(=O)O)c(CCN3C(=O)c4cccc([N+](=O)[O-])c4C3=O)c2c1	-0.6	-6	-3	13	-0.2	-2	97	-2	2	-1

(more compounds)
SMILES	hiPSC survival	PDI turbidity	Vif inh	H9c2 protect	aDG glyco act	Exocytosis inh	ABCB6 inh 2	CaV13 ICDI inh	Glyco luc inh	m5-HT2A agonist
COc1cc(C(=O)NCCC(=O)NC(C)CCc2ccccc2)cc(OC)c1OC (configuration not stated)	-0.4	3	-4	0	-0.1	-6	96	-5	0	4
Nc1cc(=O)nc(SCC(=O)N(C2CCCCC2)C2CCCCC2)n1-c1ccccc1	1.9	-13	8	-3	0.0	0	95	-8	3	-3
COc1ccccc1N1CC=C(c2cccc([N+](=O)[O-])c2)NC1=O	-0.4	-1	-15	-1	0.0	-7	99	-9	1	-5
CCOc1cc(C)c(Cl)cc1S(=O)(=O)NCCOC	1.6	25	2	-4	0.0	0	93	-20	1	-2
CCOc1ccc(NC(=O)CN(C)C(=O)CCc2nc3ccccc3c(=O)[nH]2)cc1OCC	1.4	-2	-3	50	-0.3	-7	98	-10	2	-3
Cc1nn(-c2ccccc2)c(Cl)c1/C=C/C(=O)c1ccccc1	-0.8	-12	-15	0	0.2	5	103	nt	7	-2
COc1ccc(-c2cc(C(=O)O)c(C)o2)cc1OC	1.2	-2	-7	2	0.3	2	99	-3	-18	-2
CN(Cc1nc(-c2cnccn2)no1)CC(O)c1ccccc1 (configuration not stated)	-0.4	7	5	0	-0.1	-2	94	-19	0	5
CCN(C(=O)CSc1ncccc1C(=O)Oc1cccc([N+](=O)[O-])c1)c1cccc(C)c1	0.2	-1	18	-6	0.0	1	97	-15	0	-1
O=S(=O)(Nc1ccc(S(=O)(=O)Nc2cccc3ccccc23)cc1)c1ccccc1	-0.6	1	-16	11	-0.1	4	92	-6	0	-7
C/C(=N\NC(=O)C(N)=O)c1ccc2c(c1)OCCO2	-0.7	-3	0	-6	-0.1	0	91	-6	3	2
CCSc1nnc(NC(=O)CSc2nnc(CNC(=O)c3ccccc3F)o2)s1	-1.1	0	-3	9	0.2	-6	96	-5	5	5
O=C(NCCC1=CCCCC1)c1cc2ccccc2oc1=O	2.2	-3	-9	-5	0.0	6	102	-5	-1	1
O=C1CCCCC1Sc1nnc(Nc2ccccc2)s1 (configuration not stated)	0.7	2	-1	-9	-0.5	-4	98	4	-5	-1
O=C(C(NS(=O)(=O)c1cccc2nsnc12)c1ccccc1)N1CCN(c2ccccn2)CC1 (configuration not stated)	-0.1	-1	1	2	0.1	-2	101	-5	-1	-6
O=S(=O)(c1cccc2cccnc12)N1CCN(c2ccccn2)CC1	1.5	27	1	2	-0.5	-2	100	3	-2	-4
O=C(NCCc1c[nH]c2ccccc12)C(=O)Nc1cc2c3c(c1)CC(=O)N3CCC2	0.0	1	9	28	-0.4	18	93	-7	0	1
COc1cc(C(=O)N(Cc2ccc(C)o2)C2CCS(=O)(=O)C2)cc(OC)c1OC (configuration not stated)	0.1	-6	-3	3	0.1	-2	97	-4	3	-5
Cc1cc(NC(=O)c2cccc(COc3ccc(Br)cc3)c2)no1	-0.9	-7	20	-5	0.7	2	95	-6	-7	2
Cc1cc(NC(=O)c2cccc(Br)c2)no1	-0.1	2	-3	1	0.2	2	95	2	0	3
COc1ccc(NS(=O)(=O)c2ccc(C)c(C(=O)N3CCC3)c2)cc1	-0.5	0	-5	1	-0.2	-10	96	-4	0	1
N#C/C(=N\Nc1ccc(S(=O)(=O)N2CCCCCC2)cc1)C(N)=S	0.5	-2	-17	-14	-0.7	1	109	-8	2	2
CN(CCc1cnn(C)c1)Cc1cn[nH]c1-c1ccc(-c2ccccc2)cc1	2.1	-3	20	5	0.3	1	98	nt	0	-5
CC(C)N1CCCC(C)(C(=O)Nc2ccc3c(c2)OCO3)C1 (configuration not stated)	-1.3	0	11	-2	-0.1	-11	97	-5	2	1
COc1ccc(OC)c(NC(=O)C(CC(C)C)NC(=O)C2CCCCC2)c1 (configuration not stated)	24*	-7	-1	14	0.4	2	101	-4	1	4
Cc1cc(C)c(C#N)c(SCC(=O)Nc2cccc(S(=O)(=O)N3CCCC3)c2)n1	-0.3	2	-7	0	0.3	-2	105	-6	-6	4
CN(Cc1ccccc1F)C(=O)c1ccc(NS(=O)(=O)c2ccc3[nH]c(=O)[nH]c3c2)cc1	-0.3	-6	-3	-2	0.6	0	98	-6	0	-7
Cc1ccc(C(=O)NCCCNC(=O)c2cccnc2)cc1	-0.5	-3	6	-1	0.0	-9	106	-3	-1	0
Cc1ccc(NC(=O)CSc2ccc(-c3ccc(-n4cccn4)cc3)nn2)c(C)c1	-0.6	-8	1	-5	0.3	-6	106	-5	-2	-2
Cn1nnnc1SCCNCc1ccccc1OCc1ccc(Cl)cc1	1.7	-3	-15	-5	1.6	1	99	-3	-4	-11
COc1cccc2sc(N3CCN(C(=O)c4cccs4)CC3)nc12	1.4	-15	-7	6	0.1	-2	91	-5	-1	0
O=C(NNC(=O)c1cc(Cl)ccc1O)c1ccc(NS(=O)(=O)c2cccs2)cc1	-0.3	14	-5	40	0.0	5	100	-7	0	-2
CC(C)C(c1nnnn1C1CCCCC1)N1CCN(C(=O)c2ccco2)CC1 (configuration not stated)	0.6	25	9	-3	0.0	-6	94	-2	1	11
COc1ccc(C(C)=O)cc1COC(=O)CCC(=O)c1cccs1	-0.4	-5	1	20	0.1	-1	95	-2	-2	-1

The order is random, and some 3.1% of all compounds hit somewhere here.
